Screens: PubChem BioAssay, The Scripps Research Institute Molecular Screening Center
GalR3 antag – blocks the human galanin receptor 3 | HEK293 GalR3-CNG cAMP membrane potential fluorescence; galR3 body fused to GalR1 C-terminus | AID 651719 | actives 0.44% (n = 360,000) | inhibition, % at 3 µM | O60755;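 active = inhibition above the screen-wide average plus 3 SD, cut at about 13% in these data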;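 also: forskolin and galanin both at EC90 stimulate the cells; cAMP rise reported by CNG channel membrane potential dye signal; 0% = forskolin plus galanin with DMSO and 100% = forskolin alone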
Target sequence (O60755 1-299 limits assumed): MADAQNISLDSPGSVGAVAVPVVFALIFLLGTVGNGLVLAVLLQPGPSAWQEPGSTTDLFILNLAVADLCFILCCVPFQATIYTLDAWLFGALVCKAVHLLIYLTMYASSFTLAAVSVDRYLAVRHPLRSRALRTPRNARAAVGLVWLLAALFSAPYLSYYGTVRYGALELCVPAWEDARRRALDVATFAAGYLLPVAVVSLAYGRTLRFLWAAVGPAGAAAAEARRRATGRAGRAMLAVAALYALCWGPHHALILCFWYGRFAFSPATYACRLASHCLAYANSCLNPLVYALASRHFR
Starred values were filed as active, the others as inactive. A portion of the library (hit frequency here may not be typical).

SMILES	GalR3 antag
O=C(Nc1ccccc1)C1Cc2c(-c3ccc4c(c3)OCO4)ccnc2O1 (stereo not drawn)	-8
COc1ccccc1-c1csc(C(C)(O)c2cccc(F)c2)n1 (stereo not drawn)	-3
Cc1ccc(NC(=O)c2oc3ccc(Br)cc3c2C)cc1S(=O)(=O)N1CCOCC1	-5
Cc1ccc(S(=O)(=O)N2CC[C@H]3[C@@H](C2)C(=O)C[C@@H](c2ccccc2)N3S(=O)(=O)c2ccc(C)cc2)cc1	1
OC(c1ccccc1)(c1nc(-c2cccc(F)c2)cs1)C(F)(F)F (stereo not drawn)	-8
CCCc1nc2c(C)cc(Br)cn2c1Cc1ccc(C)cc1	2
CN(C)c1ccc(-c2csc(C(O)c3cccc(Cl)c3)n2)cc1 (stereo not drawn)	0
O=C(Nc1cccc(Cl)c1)c1ccc2sc([C@H]3C[C@H](O)[C@@H](CO)O3)nc2c1	-1
COc1ccc(NC(=O)C2(C)Cc3c(-c4ccc(NC(C)=O)cc4)ccnc3O2)cn1 (stereo not drawn)	1
COc1ccc(NC(=O)C(c2ccncc2)n2c(=O)c(-c3ccccc3)nc3ccccc32)cc1 (stereo not drawn)	-3
O=C(NNC(=O)c1cccc2ccccc12)c1ccc(Cl)cc1	-6
O=C(Nc1ccc2c(c1)OCCO2)C(c1cc2ccccc2o1)N1CCN(c2ccc(C(F)(F)F)cn2)CC1 (stereo not drawn)	2
O=C(O)CN1C(=O)/C(=C\c2ccccc2OCc2ccccc2)SC1=S	-6
COc1ccc(C(=O)Nc2ccc3nc(C)sc3c2)cc1S(=O)(=O)N1CCOCC1	0
Cc1ccc(S(=O)(=O)N2CCN(C(=O)COC(=O)CNC(=O)c3ccccc3F)CC2)c(C)c1	-5
CC1(C)CC(=O)C=C(c2ccc(-c3ccccc3)cc2)C1=O	0
CN(Cc1ccc(C(C)(C)C)cc1)C(=O)c1ccc2c(c1)OCO2	-2
COc1cc2nncc(SC)c2cc1OC	-2
O=Nc1ccc(NO)c2ccccc12	-5
CCc1nc2c(=O)[nH]cnc2o1	-4
COc1ccc(CNC(=O)/C=C/[C@H]2O[C@@H](n3ccc(=O)[nH]c3=O)[C@H](O)[C@@H]2O)cc1	-3
O=C(Cc1ccc(NC(=O)C2CCCN(C(=O)CCc3ccccc3)C2)cc1)Nc1cccc(C(=O)N2CCCC2)c1 (stereo not drawn)	0
COc1ccc(CCNC(=O)Nc2ccc3c(c2)c(=O)n(C)n3C)cc1OC	-8
Cn1c(=O)c2cc(NC(=S)NC3CCCCC3)ccc2n1C/C=C/c1ccccc1	-3
CC[C@@H]1CC2=C(C(=O)OC(C)(C)O2)[C@@H](CC)O1	-7
O=C1C(=O)c2c(ccc3ccccc23)-c2ccccc21	-4
CCOC(=O)C1CCCN(C(=O)c2cc(F)cc(F)c2)CC1 (stereo not drawn)	-5
CC1(C)CC(Cc2ccc(C(F)(F)F)cn2)N(C(=O)OC(C)(C)C)C1 (stereo not drawn)	4
O=C(c1ccoc1)N1CCN(c2cc(-c3cccnc3)nc3cc(-c4cccc(Cl)c4)nn23)CC1	-8
COc1cccc(-c2cnc3c(NC(C)=O)cc(-c4ccncc4)cn23)c1	-4
Cc1ccc2nc(-c3ccccn3)c(N)n2c1	-2
CC1(C(=O)Nc2ccc3[nH]ncc3c2)CCN1C(=O)C1(c2ccccc2)CC1 (stereo not drawn)	-4
CC1OC(C(C)(C)C)Cc2[nH][nH]c(=O)c21 (stereo not drawn)	1
O=C1NCC(c2ccccc2)(c2ccccc2)C(=O)N1	-6
C[C@@H]1CN([C@H](C)CO)C(=O)CCCn2nncc2CO[C@H]1CN(C)S(=O)(=O)c1cccc(F)c1	-5
COCC1CN(CCc2ccc(F)cc2)S(=O)(=O)c2c(OCCN3C(=O)[C@@H]4[C@H](C3=O)[C@@H]3C=C[C@H]4C3)cccc2O1 (stereo partly drawn)	-2
CC1(C(=O)Nc2ccc3c(c2)OCCO3)CCN1C(=O)c1ccco1 (stereo not drawn)	-6
Cc1cccc(C)c1NC(=O)CNC(=O)CNC(=O)c1ccc2ccccc2c1	-5
CC(=O)Nc1ccc2c(c1)Cc1ccc(Cl)cc1-2	-5
CCN(Cc1ccncc1)C(=S)Nc1ccccc1C	-2
CC(=O)Nc1cc2c(c([N+](=O)[O-])c1C)C(C)(C)CC2(C)C	-3
CSc1ccc(Cn2c(C)c(C(=O)NCc3ccc(Cl)c(Cl)c3)sc2=O)cc1	-1
O=C(NCCCN1CCOCC1)c1c(-c2ccccc2)oc2c1C(OCCCCCO)CCC2 (stereo not drawn)	-3
CC1=C(C)N(C)[C@H](c2ccccc2Br)[C@H](O)C1=O	-7
Cc1ccc(OCC(=O)Nc2ccc3c(c2)nc(CCN2CCCC2)n3C)cc1	2

Some of these compounds in order of their number in GalR3 antag, ascending.
Compound	GalR3 antag
O=C(NCCCN1CCOCC1)c1c(-c2ccccc2)oc2c1C(OCCCCCO)CCC2 (stereo not drawn)	-3
Cc1ccc2nc(-c3ccccn3)c(N)n2c1	-2
CSc1ccc(Cn2c(C)c(C(=O)NCc3ccc(Cl)c(Cl)c3)sc2=O)cc1	-1

The list goes on:
SMILES	GalR3 antag
O=C(NC(CSC(=O)c1ccccc1)C(=O)O)OCc1ccccc1 (stereo not drawn)	-7
Cc1ccc(S(=O)(=O)N2C[C@@H](C)[C@]3(C2)[C@H](O)[C@H](OC(=O)NC2CCCC2)C[C@H]2C(=O)N(c4ccccc4)C(=O)[C@H]23)cc1	-5
CCOC(=O)C1=CN(Cc2cccc(F)c2)S(=O)(=O)N(CC)C1c1ccc(C(F)(F)F)cc1 (stereo not drawn)	-4
Cc1ccc(S(=O)(=O)Nc2ccc3nc(C)oc3c2)cc1	-8
COc1cc(/C=C/C(=O)OCC(=O)N(CC(C)C)c2c(N)n(Cc3ccccc3)c(=O)[nH]c2=O)ccc1O	-7
Cc1ccc(N(C)c2nc(N)nc(N)c2N=O)cc1	-7
C=CCN1[C@@H](Cc2ccccc2)COCCS1(=O)=O	-7
c1ccc(CCNCc2cccs2)nc1	-5
C=CCN1CC(COCCCC)Oc2ccc(Cl)cc2S1(=O)=O (stereo not drawn)	-9
O=C1c2ccccc2C(=O)c2c1ccc(O)c2O	-1
CCc1nc2ccc(C(=O)NCCC(C)C)cn2c1N(CC)CCN(C)C	-4
C[C@H]1CN([C@@H](C)CO)C(=O)CCCn2nncc2CO[C@H]1CN(C)C(=O)C1CCCCC1	-3
COc1ccccc1C(=O)N1CCN(C(=O)[C@@H](Cc2ccccc2)NC(=O)[C@H]2O[C@@H](n3cnc(C(N)=O)n3)[C@H](O)[C@@H]2O)CC1	-6
CCc1ccccc1OCC(=O)Nc1ccc(N2CCCC2)cc1C	0
CCCOc1cccn2c(N(C=O)Cc3ccc(OC)cc3)c(CC)nc12	-5

An excerpt of these results, with each value named:
> O=C1c2ccccc2C(=O)c2c1ccc(O)c2O
  GalR3 antag: -1

> CCc1nc2ccc(C(=O)NCCC(C)C)cn2c1N(CC)CCN(C)C
  GalR3 antag: -4

> C[C@H]1CN([C@@H](C)CO)C(=O)CCCn2nncc2CO[C@H]1CN(C)C(=O)C1CCCCC1
  GalR3 antag: -3

Continued:
SMILES	GalR3 antag
Cc1ccccc1NC(=O)Nc1nnc([C@@H]2C[C@H](O)[C@@H](CO)O2)s1	-7
O=C(Nc1ccc2c(c1)OCCO2)C1c2ccccc2OCC(=O)N1CC(F)(F)F (stereo not drawn)	3
Cc1ccc(N2CCN(C(C(=O)Nc3c(C)cccc3C)c3cc4ccccc4o3)CC2)cc1 (stereo not drawn)	-5
CC1CCC2(CC1)NC(=O)N(CC(=O)Nc1cccc(S(=O)(=O)N(C)c3ccccc3)c1)C2=O (stereo not drawn)	-7
COC(=O)C1=C(C)N(Cc2ccc(C(F)(F)F)cc2)C(=NCc2ccc(C(F)(F)F)cc2)NC1c1ccc(F)cc1 (stereo not drawn)	-7
CCCCN(C(C)=O)c1ccc2c(c1)C1CC2CCN1Cc1ccccc1 (stereo not drawn)	-9
CC(=O)Nc1ccc(-c2ccnc3c2CC(C(=O)NCC2CC2)O3)cc1 (stereo not drawn)	0
CC(C)C[C@@H](CNCC(=O)[C@H](Cc1c[nH]c2ccccc12)NC(=O)c1[nH]cnc1C(=O)N[C@H](CN)CC(C)C)NC(=O)c1nc[nH]c1C(=O)N[C@@H](CC(=O)O)C(=O)O	-6
O=C1C=C(Nc2cccnc2)c2ccccc2C1=O	-5
Cc1cc(Br)ccc1NC(=O)CN(C)C(=O)C1CCN(c2ncnc3sc(C)c(C)c23)CC1	-5
CCOC(=O)c1c(CC(C)C)csc1NC(=O)COC(=O)c1cnc(C)cn1	-5
Fc1ccc(Nc2nc(NCc3cccs3)nc3ccsc23)cc1	-9
COc1ccc(CN2C(=O)c3ccccc3C2c2nnnn2-c2ccc3c(c2)OCCO3)cc1OC (stereo not drawn)	-2
CCCNC(=O)C1(C)CCCN(Cc2cccc(Oc3ccccc3)c2)C1 (stereo not drawn)	-7
COc1cc(-c2cc3nc(NCCN(C)C)ccn3n2)cc(OC)c1OC	-6

Shown with values ahead of the structure: two of the compounds above.
GalR3 antag,structure
-9,Fc1ccc(Nc2nc(NCc3cccs3)nc3ccsc23)cc1
-2,COc1ccc(CN2C(=O)c3ccccc3C2c2nnnn2-c2ccc3c(c2)OCCO3)cc1OC (stereo not drawn)

(cont.)
SMILES	GalR3 antag
CCCC(=O)N1CCC1(C)C(=O)Nc1ccc(C)c(C)c1 (stereo not drawn)	-2
C[C@H](CO)N1C[C@H](C)[C@@H](CN(C)S(=O)(=O)c2ccc(Oc3ccccc3)nc2)OCc2cnnn2CCCC1=O	-5
Cc1ccc(OCC(=O)NNC(=O)CSC(=S)N2CCCC2)cc1	-3
COc1ccc(C(CNC(=O)CSc2ccccc2)N2CCOCC2)cc1 (stereo not drawn)	-7
COc1cc2c(cc1OC)CN(C(=O)CN1C(=O)NC3(CCCCC3C)C1=O)CC2 (stereo not drawn)	-4
O=C(CSc1nnc(N2CCCC2)n1-c1cccc(Cl)c1)N1CCN(c2ccccn2)CC1	-5
COc1ccc(CN2C[C@@]3(O)CC[C@@H](O)[C@@H](OC)[C@@H]3[C@@](C)(O)[C@@H]2CC=C(C)C)cc1	-8
O=C(Nc1ccccc1F)c1csc([C@@H]2C[C@H](O)[C@@H](CO)O2)n1	-6
CCOC(=O)CCCCCC(=O)Nc1ccc2c(c1)C(=O)N([C@@H](C)CO)C[C@@H](C)[C@H](CN(C)S(=O)(=O)c1cccs1)OCCCC[C@H](C)O2	-8
COc1ccc(-c2ccc3c(n2)CCCN3S(=O)(=O)c2ccccc2)cc1	-8
CCCN=C1N(CC)C[C@@H]2[C@@H]3C(=O)N(C)C(=O)[C@@H]3[C@](CC)(C(=O)OC)N12	-4
C[C@H](NC(=O)[C@@H]1CCCN1C(=O)[C@@H]1CCCN1C(=O)c1cccc(Cl)c1)c1ccccc1	-2
Cc1ccc([C@H]2C[C@@H](O)[C@H](n3cc(COC(=O)c4ccccc4)nn3)CN2C(=O)c2cccs2)cc1	-7
O=C(NCCN1CCC(n2c(=O)[nH]c3ccccc32)CC1)c1ccc2ccccc2c1	-8
COc1ccc(F)cc1-c1cc(C(=O)NCc2ccc(C(F)(F)F)cc2)[nH]n1	-6
CC(C)NC(=O)N(C)C[C@H]1OCc2cnnn2CCCC(=O)N([C@H](C)CO)C[C@H]1C	-6
CN1CCN(C(=O)c2cccc(-c3ccc4nccn4c3)c2)CC1	-5
CCCCN1C(=O)C(CC(=O)NCc2cccc3ccccc23)CC(C(=O)N2CCOCC2)=C1C (stereo not drawn)	-4
C[C@@H](NS(=O)(=O)c1c(F)cccc1F)c1ccccc1	-2
COc1ccc(C(=O)NCC(c2ccco2)N2CCCCC2)cc1S(=O)(=O)Nc1ccc(C)cc1 (stereo not drawn)	-2
CCOC(=O)N1CCN(C(=O)C2CCN(C(=O)c3ccccc3C)CC2)CC1	4
CCCNC(=O)c1cc(C2CCCCN2S(=O)(=O)c2ccc(OC)cc2)on1 (stereo not drawn)	-4
COc1ccc([C@H]2C[C@H](n3cc(-c4ccc(F)cc4)nn3)[C@@H](O)CN2Cc2cccs2)cc1	-6
CC(=O)c1ccc(S(=O)(=O)N2CCN(CC(=O)Nc3ccnn3C3CCCC3)CC2)cc1	-3
Cc1cccc(Nc2nnc(SCC(O)=C(C#N)c3nc4ccccc4[nH]3)s2)c1	-5
Fc1ccc(-c2nc3ccc(Br)cn3c2Cc2ccccc2C(F)(F)F)cc1	-5
Cc1ccc(S(=O)(=O)N2CCC(=O)N([C@H](COCc3ccc(Cl)c(Cl)c3)Cc3ccccc3)CC2)cc1	-5
CC1C(C)N(C(=O)CCl)c2ccccc2N1C(=O)CCl (stereo not drawn)	-1
CN(C(=O)c1cccc(NC(=O)Cc2ccc(NC(=O)C3CCCN(C(=O)c4ccccc4)C3)cc2)c1)C1CCCCC1 (stereo not drawn)	-6
Cc1nc(N/N=C/c2cccc([N+](=O)[O-])c2)cc(N2CCCCC2)n1	-5

Random excerpt: 3 compounds from above
SMILES	GalR3 antag
COc1ccc(NC(=O)C2(C)Cc3c(-c4ccc(NC(C)=O)cc4)ccnc3O2)cn1 (stereo not drawn)	1
Cc1nc(N/N=C/c2cccc([N+](=O)[O-])c2)cc(N2CCCCC2)n1	-5
COc1ccc(CN2C[C@@]3(O)CC[C@@H](O)[C@@H](OC)[C@@H]3[C@@](C)(O)[C@@H]2CC=C(C)C)cc1	-8

(more compounds)
SMILES	GalR3 antag
COc1ccc(Nc2nc(NC(C)C)nc3ccsc23)cc1OC	-6
COc1ccc(-n2c(CSc3ccc(Cl)cc3)n[nH]c2=S)cc1	-9
CC1(C(=O)O)CCCN1C(=O)c1cccc2ccccc12 (stereo not drawn)	-5
O=c1c2ccccc2oc2cc(Br)ccc12	-6
O=C(CCNC(=O)OCC1c2ccccc2-c2ccccc21)NOCc1ccccc1	-3
Cc1cccc(C)c1NC(=O)CN(c1c(C)cccc1C)S(C)(=O)=O	-6
Cc1cccc(CN2CCN(C3CN(Cc4cn(Cc5ccc(C(F)(F)F)cc5)nn4)S(=O)(=O)C3)CC2)c1 (stereo not drawn)	-10
